Imprint erasure = inducers of genomic imprint erasure in mouse ES cells. mouse ES Peg3-LacZ reporter, beta-gal luminescence, 40 h. Potency, µM (highest dose often 60.7 µM), without a hit: at the top dose activity change, positive = activation, usual class: activators. 110,000 compounds, 0.02% hits. AID 1948;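 also: 0% = negative control wells on the plate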
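Each well holds 300 Peg3LacZ-Neo (maternal) female ES cells incubated 40 h at 37C, 5% CO2. LacZ is measured by BetaGlo luminescence, with AC50 and maximum efficacy derived from dose-response curves.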
p53ts 32C kill = cytotoxicity in p53ts cells at permissive temperature; H1299-p53A138V at 32C, ATP luminescence viability, 24 h; 130,000 compounds, 0.93% hits; Potency, µM (doses to about 46.1 µM), for the others: at the top dose activity change, negative = cytotoxicity, most hits filed as cytotoxic;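 also: 0% = DMSO and -100% = full killing by reference compound; nearly all actives have a fitted effect of over 55% in size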
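Cells: H1299 p53ts (A138V), 600/well, pre-incubated 16–30 h at 37C. Cpd up to 46 uM, 24 h, 32C. Readout: ATPlite luminescence, 20 min RT. Normalization: DMSO vs tamoxifen 100 uM. AC50 by Hill equation.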
p53ts 39C tox = cytotoxicity in p53ts cells at nonpermissive temperature. 130,000 compounds, 1.5% hits. Potency, µM (doses to about 46.1 µM), inactives show at the highest dose activity change, negative = cell killing, actives largely listed as cytotoxic. H1299-p53A138V viability at 39C, ATP luminescence, 24 h; also: nearly all actives have a fitted effect of over 55% in size
IkB sig inh = IkB pathway inhibition in ABC-DLBCL cells. ABC-DLBCL IkBa-CBG/CBR dual luciferase ratio, 4 h; response scale: scaled: untreated 0%, proteasome inhibitor 100%. Potency, µM (doses to about 57.1 µM), for the others: at the top dose IkBa stabilization activation. 110,000 compounds, 0.04% hits. AID 445; active = well fitted curve in the direction sought with a large enough effect in the signal ratio, not every such curve was filed as active; inconclusive = small, poorly fitted or top-dose-only effect, or a change in a side signal; the % refers to the signal ratio;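 also: the direction sought is a rising ratio; 0% = basal untreated cells and 100% = reference inhibitor full response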
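Curves were fitted separately to fusion (green), unfused (red) and ratio luminescence, then classed by r2, magnitude and activity. Cells: OCI-Ly3, 4 h compound plus doxycycline at 37C; 10 uM MG-132 defined full response.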
Starred values were filed as active, the others as inactive; ? = inconclusive; · = not tested or not shown; & = joins results of further samples; [ ] = another dose, or the depositor's remark. Unless noted, calls follow the shape of the dose curve; as a rule, active = well fitted curve in the direction sought with a large enough effect; inconclusive = small, poorly fitted or top-dose-only effect, or another doubt; inactive = no such curve, though single readings can be large; an effect the other way counts as inactive or inconclusive. Unless noted, % is scaled to controls: 0 for no effect and ±100 for the full control effect; potency is read from the fitted curve at half-maximal effect. The list is partial, so the mix of outcomes need not match the whole.

Sample of the layout, 16 compounds:
Labels used below: A = Imprint erasure; B = p53ts 32C kill; C = p53ts 39C tox; D = IkB sig inh
1) c1ccc2c([C@@H]3CCN(CCN4CCOCC4)C3)c[nH]c2c1
  A: 0%[10.9 µM] | B: 1%[9.22 µM] | C: -8%[9.22 µM] | D: -0.3%[11.4 µM]
2) O[C@@H]1CCCC[C@H]1N1CCC(c2ccccc2)CC1
  A: -22% | B: -23%&-10% | C: -28%&-1% | D: 3.6%&-2.2%
3) CCN1CCC2(CCNC2)C1 (centres undefined)
  A: -20% | B: 1% | C: -8% | D: 0.2%
4) CC(C)C[C@H]1C(=O)N2CCCC2[C@]2(O)O[C@](NC(=O)[C@@H]3C=C4c5cccc6[nH]cc(c56)CC4N(C)C3)(C(C)C)C(=O)N12 (some centres undefined)
  A: 14% | B: 14% | C: 2% | D: ·
5) C[C@@H]1O[C@H](OC2[C@@H](O)[C@H](O)C(O)[C@H](O)[C@H]2O)[C@@H](N)C[C@@H]1N=C(N)C(=O)O (some centres undefined)
  A: -16%[10.9 µM] | B: -3%[9.22 µM] | C: 10%[9.22 µM] | D: 0.2%[11.4 µM]
6) COC(=NC1CCCC1)C(O)c1c[nH]c2ccccc12 (centres undefined)
  A: 3% | B: 3% | C: -6% | D: 2.6%
7) O=c1[nH]cc(F)c(=O)[nH]1
  A: -32%&-31%&-33%&-25%[inhibitor] | B: -6%[1.84 µM] | C: -7% | D: -0.3%&-0.5%
8) CCCN1CCc2cc(O)cc3c2[C@H]1Cc1ccc(O)c(O)c1-3
  A: · | B: -23% | C: ? | D: 15%
9) Nc1ccccc1C(=O)OCCOc1ccccc1
  A: -52%[inhibitor] | B: -14% | C: 6% | D: 15%
10) COc1cc(C2c3cc4c(c(O)c3CC3COC(=O)C32)OCO4)cc(OC)c1OC (centres undefined)
  A: -30% | B: -4% | C: -18% | D: ·
11) N#Cc1cc2c(nc1SCC(=O)Nc1ccc(OC(F)(F)F)cc1)C1CCN2CC1
  A: -8%[10.9 µM] | B: -3% | C: -20% | D: 1.0%
12) C=CCN1C(=O)/C(=C/c2ccc3c(c2)CCCN3CCC)C(=O)NC1=S
  A: · | B: -2% | C: -9% | D: ·
13) O=C(Oc1ccccc1)N1CCC[C@@]2(CCN(Cc3nccs3)C2)C1
  A: · | B: -2% | C: -2% | D: -0.2%[11.4 µM]
14) CCOC(=O)C1=C(N)Oc2cc(C)oc(=O)c2C12C(=O)N1c3c(cccc32)C(C)CC1(C)C (centres undefined)
  A: 1% | B: 13% | C: 7% | D: 2.6%
15) O=[N+]([O-])c1ccccc1
  A: 11% | B: 4%[1.84 µM] | C: 7% | D: 1.5%
16) OCC1OC(n2cnc3cc(Cl)c(Cl)cc32)C(O)C1O (centres undefined)
  A: -25% | B: -2% | C: -7% | D: ·

This part in full, from the start:
Labels used below: A = Imprint erasure; B = p53ts 32C kill; C = p53ts 39C tox; D = IkB sig inh
1) c1ccc2c([C@@H]3CCN(CCN4CCOCC4)C3)c[nH]c2c1
  A: 0%[10.9 µM] | B: 1%[9.22 µM] | C: -8%[9.22 µM] | D: -0.3%[11.4 µM]
2) O[C@@H]1CCCC[C@H]1N1CCC(c2ccccc2)CC1
  A: -22% | B: -23%&-10% | C: -28%&-1% | D: 3.6%&-2.2%
3) CCN1CCC2(CCNC2)C1 (centres undefined)
  A: -20% | B: 1% | C: -8% | D: 0.2%
4) CC(C)C[C@H]1C(=O)N2CCCC2[C@]2(O)O[C@](NC(=O)[C@@H]3C=C4c5cccc6[nH]cc(c56)CC4N(C)C3)(C(C)C)C(=O)N12 (some centres undefined)
  A: 14% | B: 14% | C: 2% | D: ·
5) C[C@@H]1O[C@H](OC2[C@@H](O)[C@H](O)C(O)[C@H](O)[C@H]2O)[C@@H](N)C[C@@H]1N=C(N)C(=O)O (some centres undefined)
  A: -16%[10.9 µM] | B: -3%[9.22 µM] | C: 10%[9.22 µM] | D: 0.2%[11.4 µM]
6) COC(=NC1CCCC1)C(O)c1c[nH]c2ccccc12 (centres undefined)
  A: 3% | B: 3% | C: -6% | D: 2.6%
7) O=c1[nH]cc(F)c(=O)[nH]1
  A: -32%&-31%&-33%&-25%[inhibitor] | B: -6%[1.84 µM] | C: -7% | D: -0.3%&-0.5%
8) CCCN1CCc2cc(O)cc3c2[C@H]1Cc1ccc(O)c(O)c1-3
  A: · | B: -23% | C: ? | D: 15%
9) Nc1ccccc1C(=O)OCCOc1ccccc1
  A: -52%[inhibitor] | B: -14% | C: 6% | D: 15%
10) COc1cc(C2c3cc4c(c(O)c3CC3COC(=O)C32)OCO4)cc(OC)c1OC (centres undefined)
  A: -30% | B: -4% | C: -18% | D: ·
11) N#Cc1cc2c(nc1SCC(=O)Nc1ccc(OC(F)(F)F)cc1)C1CCN2CC1
  A: -8%[10.9 µM] | B: -3% | C: -20% | D: 1.0%
12) C=CCN1C(=O)/C(=C/c2ccc3c(c2)CCCN3CCC)C(=O)NC1=S
  A: · | B: -2% | C: -9% | D: ·
13) O=C(Oc1ccccc1)N1CCC[C@@]2(CCN(Cc3nccs3)C2)C1
  A: · | B: -2% | C: -2% | D: -0.2%[11.4 µM]
14) CCOC(=O)C1=C(N)Oc2cc(C)oc(=O)c2C12C(=O)N1c3c(cccc32)C(C)CC1(C)C (centres undefined)
  A: 1% | B: 13% | C: 7% | D: 2.6%
15) O=[N+]([O-])c1ccccc1
  A: 11% | B: 4%[1.84 µM] | C: 7% | D: 1.5%

A draw from above in order of SMILES length, smallest number first.
Labels used below: A = Imprint erasure; B = p53ts 32C kill; C = p53ts 39C tox; D = IkB sig inh
9) Nc1ccccc1C(=O)OCCOc1ccccc1
  A: -52%[inhibitor] | B: -14% | C: 6% | D: 15%
2) O[C@@H]1CCCC[C@H]1N1CCC(c2ccccc2)CC1
  A: -22% | B: -23%&-10% | C: -28%&-1% | D: 3.6%&-2.2%
4) CC(C)C[C@H]1C(=O)N2CCCC2[C@]2(O)O[C@](NC(=O)[C@@H]3C=C4c5cccc6[nH]cc(c56)CC4N(C)C3)(C(C)C)C(=O)N12 (some centres undefined)
  A: 14% | B: 14% | C: 2% | D: ·

The results go on:
Labels used below: A = Imprint erasure; B = p53ts 32C kill; C = p53ts 39C tox; D = IkB sig inh
16) OCC1OC(n2cnc3cc(Cl)c(Cl)cc32)C(O)C1O (centres undefined)
  A: -25% | B: -2% | C: -7% | D: ·
17) O=C1NC(=O)C(CCc2ccncc2)(C2CCCCC2)C(=O)N1
  A: -8% | B: 5% | C: 3% | D: 0.7%
18) COC(=O)CC1=C(C(=O)OC)C2(C(=O)N(C)c3ccccc32)C(C#N)=C(N)O1 (centres undefined)
  A: · | B: 7% | C: 12% | D: -0.5%
19) Cn1c[n+](C)cc1C(O)c1ccccc1 (centres undefined)
  A: -6% | B: -14% | C: 2% | D: -0.4%
20) CCc1ccc(OCC(=O)N2CCN(CCc3ccccn3)CC2)cc1
  A: -9%[10.9 µM] | B: -4% | C: -1% | D: 1.0%
21) O=[N+]([O-])c1ccccc1CCl
  A: 0% | B: -16%[1.84 µM] | C: 1% | D: 4.0%
22) O=C(NC(Cc1ccccc1)C(=O)N1CCC2(CC1)OCCO2)C1CCCCC1 (centres undefined)
  A: -3% | B: -5% | C: -3% | D: -0.5%
23) COC(=O)[C@@H]1[C@@H](C(=O)OC)C2(c3ccccc3-c3ccccc32)N(c2ccc(Cl)cc2)N1C#N
  A: · | B: ? | C: ? | D: ·
24) Oc1ccc(CCNCc2cc3c(cc2Br)OCO3)cc1
  A: -10%[10.9 µM] | B: 0%[9.22 µM] | C: 2%[9.22 µM] | D: 2.0%[11.4 µM]
25) CCOC(=O)c1cccc(NC(=O)c2cnc(N3CCCCC3)c3ccccc23)c1
  A: 8%[10.9 µM] | B: 0% | C: ? | D: ?
26) COC(=O)C(C)Oc1cc(C)cc2oc(=O)c3c(c12)CCCC3 (centres undefined)
  A: -14% | B: 4% | C: -3% | D: 0.1%
27) COc1ccc(/C=C/c2nc3ccccc3c(=O)n2-c2ccc(C)cc2)cc1O
  A: -19%[10.9 µM] | B: 8% | C: ? | D: 2.3%
28) COc1ccccc1C1SCC(=O)Nc2c1c(C)nn2-c1cccc(C)c1 (centres undefined)
  A: -11%[10.9 µM] | B: 7% | C: -19% | D: ?
29) O=C1CC(N2CC=C(c3ccccc3)CC2)C(=O)N1c1ccc(F)cc1 (centres undefined)
  A: 11% | B: -18% | C: 12% | D: ?
30) COc1ccc(OCC(=O)N2CCN(Cc3c[nH]c4ccccc34)CC2)cc1
  A: -29% | B: -11% | C: -5% | D: 0.7%
31) CC(C)c1ccc(OCC(=O)N2CCN(C)CC2)c(Br)c1
  A: -5% | B: 1% | C: -4% | D: -3.8%
32) C[C@]12CCC3C(CC[C@]4(O)CC(O)CC[C@@]34C=O)[C@]1(O)CCC2C1=CC(=O)OC1 (some centres undefined)
  A: 3% | B: -16% | C: ? | D: ·
33) Cc1oc2cc3oc(=O)c(CCC(=O)N4CCCCC4)c(C)c3cc2c1C
  A: -18%[10.9 µM] | B: 9% | C: -8% | D: -1.2%
34) CC1CN(O)C2CCc3nonc3C12O (centres undefined)
  A: ? | B: 3% | C: 5% | D: 1.0%
35) c1ccc(N2CC[C@@]3(CCCNC3)C2)nc1
  A: · | B: -14% | C: -6% | D: -0.1%[11.4 µM]
36) CN1C(=O)C(Cc2c[nH]c3ccccc23)C(=O)N(C)C1=O
  A: -17% | B: 2% | C: -13% | D: 11%
37) OC12Oc3ccccc3C=C1N1CCC2CC1 (centres undefined)
  A: -8% | B: 3% | C: 5% | D: -0.5%
38) CCOc1ccc(-n2c(O)c(C=NCCN(CC)CC)c(=O)[nH]c2=O)cc1
  A: -10% | B: 4% | C: 1% | D: 4.1%
39) Cc1cccc(C#N)c1
  A: 0% | B: 3%[1.84 µM] | C: -4% | D: -0.7%
40) Cc1ccc(OP(=O)(Oc2ccc(C)cc2)N2C=Cc3ccccc3[C@H]2C#N)cc1
  A: -14%[10.9 µM] | B: 3%[9.22 µM] | C: -4%[9.22 µM] | D: 0.6%[11.4 µM]
41) CN1CCN(C(=O)OC2c3nccnc3C(=O)N2c2ccc(Cl)cn2)CC1 (centres undefined)
  A: -14%&11% | B: -8% | C: 6% | D: -1.6%
42) COc1ccc(CCn2c(O)c(C=NC3CC3)c(=O)[nH]c2=O)cc1OC
  A: -10% | B: 0% | C: 7% | D: 8.7%
43) c1ccc(CN2CCC3(CCc4ccccc43)CC2)cc1
  A: -15% | B: -13% | C: ? | D: 0.6%
44) c1ccc(CCN2CCCCCC2)nc1
  A: -8%[10.9 µM] | B: -5%[9.22 µM] | C: -6%[9.22 µM] | D: -1.1%[11.4 µM]
45) O=C(COc1ccccc1)N1CCN(Cc2c[nH]c3ccccc23)CC1
  A: -30%[inhibitor] | B: 4% | C: 4% | D: 1.0%
46) CC1(C)S[C@H]2[C@@H](N)C(=O)N2[C@H]1C(=O)O
  A: 2% | B: -2% | C: -3% | D: ·
47) Cc1ccc2c(C)cccc2c1
  A: 1% | B: 1%[1.84 µM] | C: 3% | D: -0.4%
48) CCCCOCCOP(=O)(OCCOCCCC)OCCOCCCC
  A: -6% | B: 8%[1.84 µM] | C: 8% | D: -0.4%

From PubChem BioAssay
